GRP78 ERSR act = induces the endoplasmic reticulum stress response in human glioma cells; U87-MG GRP78 promoter luciferase reporter, 16 h; Potency, µM, for the others: top-dose activation, hits mostly activators; 420,000 compounds, 0.02% hits; note: potency is the fitted concentration of half-maximal effect; series mostly up to about 76 µM; % of control where 0% means no effect; nearly all actives have a fitted effect of over 35% in size
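ERSR induction read as luciferase luminescence (Bright-Glo, 10 min at room temperature) in stably transfected human U87-MG glioma cells exposed to compounds for 16 h, using GRP78 as sensor.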
Vif-A3F inh = blocks the Vif interaction with APOBEC3F; HeLa A3F-eYFP + Vif (tagged APOBEC3F with the HIV-1 protein that degrades it), YFP fluorescence increase; Potency, µM (highest dose often 46.1 µM), without a hit: top-dose activity, negative = active; 390,000 compounds, 0.2% hits; AID 602313; note: potency is the fitted concentration of half-maximal effect; % of control where 0% means no effect; nearly all actives have a fitted effect of over 65% in size
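HeLa cells stably expressing A3F-eYFP plus Vif, plated and incubated overnight at 37 deg C, then exposed to compounds overnight at 37 deg C. Blocked degradation read as raised yellow fluorescence (Ex 488/Em 500-530).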
RGS4 inhibitor = blocks human RGS4-accelerated GTP hydrolysis; Transcreener GDP fluorescence polarization, RGS4-accelerated GTP hydrolysis; P49798; AID 504845; Potency, µM (highest dose often 114 µM), without a hit: top-dose activity change, negative = inhibition, actives largely listed as inhibitors; 390,000 compounds, 0.039% hits; note: potency is the fitted concentration of half-maximal effect; % is set by controls: 0 for no effect and ±100 for the full control effect; nearly all actives have a fitted effect of over 75% in size; some results filed as inactive show a strong effect at the top dose
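MLSMR compounds (23 nl, pin-transferred) preincubated 10 min at room temperature with a 500nM (2x) first reagent, then RGS4 at 900nM (2x) plus Transcreener GDP mix added; fluorescence polarization (620/688 nm) read before and after 90 min at 30 °C.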
LDHA inh = LDHA (human) enzyme inhibition; P00338; purified LDHA, NADH/diaphorase-resazurin fluorescence; active compounds read low; activity change, % (values are at about 110 or 230 µM); 480,000 compounds, 0.15% hits; AID 1347041; in the data active = activity change below about -30%; inconclusive = mostly about -25% to -30%;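 note: plate controls were DMSO wells for no effect and wells without enzyme for full effect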
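Remaining NADH was detected by diaphorase (0.133 mg/mL) converting 37 µM resazurin to fluorescent resorufin, read at 0 and 20 minutes. The preceding 5-minute room-temperature reaction used 2 nM LDHA, 0.2 mM sodium pyruvate and 0.06 mM NADH at pH 7.4.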
Vif-A3G inh = Vif-A3G binding inhibition. Potency, µM (highest dose often 46.1 µM), for inactives: top-dose activity, negative = active, most hits filed as inhibitors. Q9HC16. 410,000 compounds, 0.076% hits. AID 602310. HeLa A3G-eYFP + Vif (tagged APOBEC3G with the HIV-1 protein that degrades it), YFP fluorescence, overnight;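 note: potency is the fitted concentration of half-maximal effect; % is set by controls: 0 for no effect and ±100 for the full control effect; nearly all actives have a fitted effect of over 60% in size; hits raise eYFP signal because A3G escapes Vif-driven loss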
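Read-out is eYFP fluorescence (Ex 488/Em 500-530) from Vif-expressing HeLa A3G-eYFP cells; more signal means A3G escaped Vif-mediated degradation. Cells plated overnight, compound pinned in, incubated overnight at 37 deg C.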
ERG Ets-DNA blk = blocks human ERG Ets domain binding to DNA; Potency, µM (doses to about 76.9 µM), without a hit: at the top dose FP activity, negative = inhibition, hits mostly inhibitors; AID 624246; fluorescence polarization, His-ERG Ets domain / labelled DNA; 370,000 compounds, 0.028% hits; P11308; active = well fitted inhibition curve with a large enough effect in the polarisation, with a control signal flat; inconclusive = small, poorly fitted or top-dose-only effect, or effect the other way, or a change in a side signal; inactive = no such curve, though single readings can be large or run the other way; the % refers to the polarisation;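 note: polarization taken with two DNA probes labelled with fluorescein and Texas red; potency is the fitted concentration of half-maximal effect; % of control where 0% means no effect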
Target sequence (P11308 whole entry, looked up, the tested form may be a part): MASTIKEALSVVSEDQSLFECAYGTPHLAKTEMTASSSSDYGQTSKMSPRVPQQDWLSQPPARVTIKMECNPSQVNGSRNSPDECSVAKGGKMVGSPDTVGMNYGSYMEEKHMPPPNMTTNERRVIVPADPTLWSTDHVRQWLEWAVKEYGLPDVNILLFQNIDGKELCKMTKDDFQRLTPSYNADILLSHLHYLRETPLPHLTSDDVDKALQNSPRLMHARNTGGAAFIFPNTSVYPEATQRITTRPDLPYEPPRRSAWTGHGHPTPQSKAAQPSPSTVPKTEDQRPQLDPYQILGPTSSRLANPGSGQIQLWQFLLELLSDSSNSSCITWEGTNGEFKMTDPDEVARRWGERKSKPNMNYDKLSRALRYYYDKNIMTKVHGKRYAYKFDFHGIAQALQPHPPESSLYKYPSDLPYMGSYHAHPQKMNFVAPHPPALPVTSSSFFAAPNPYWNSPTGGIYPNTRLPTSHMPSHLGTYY
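His-tagged ERG Ets domain (1 uM in the protein solution; 300mM KCl, 50mM Tris-HCl, 1mM EDTA, 1mM DTT, pH 7.5) received compound, then a probe mix of 5 nM fluorescein-DNA and 100nM Texas-615-DNA. Fluorescence polarization was read for both dyes.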
D2 antag = antagonists of human D2 dopamine receptor | P14416 | HEK293 TREx D2 cells, calcium flux, dopamine EC80 | inhibition, % at 10 µM | 340,000 compounds, 2% hits; in the data active = inhibition above about 30%; note: 0% is about no effect
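Inhibition of EC80 dopamine-driven calcium flux, recorded kinetically, defines activity here; cells are a tetracycline-induced HEK293 T-REx line expressing force-coupled D2.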
12-LOX inh = inhibitors of human 12S-lipoxygenase ALOX12; purified 12hLO, xylenol orange hydroperoxide absorbance; Potency, µM (highest dose often 108 µM), for the others: top-dose activity change, negative = inhibition, hits mostly inhibitors; 580,000 compounds, 1.1% hits; P18054; note: potency is the fitted concentration of half-maximal effect; % is set by controls: 0 for no effect and ±100 for the full control effect
Target sequence (P18054 whole entry, looked up): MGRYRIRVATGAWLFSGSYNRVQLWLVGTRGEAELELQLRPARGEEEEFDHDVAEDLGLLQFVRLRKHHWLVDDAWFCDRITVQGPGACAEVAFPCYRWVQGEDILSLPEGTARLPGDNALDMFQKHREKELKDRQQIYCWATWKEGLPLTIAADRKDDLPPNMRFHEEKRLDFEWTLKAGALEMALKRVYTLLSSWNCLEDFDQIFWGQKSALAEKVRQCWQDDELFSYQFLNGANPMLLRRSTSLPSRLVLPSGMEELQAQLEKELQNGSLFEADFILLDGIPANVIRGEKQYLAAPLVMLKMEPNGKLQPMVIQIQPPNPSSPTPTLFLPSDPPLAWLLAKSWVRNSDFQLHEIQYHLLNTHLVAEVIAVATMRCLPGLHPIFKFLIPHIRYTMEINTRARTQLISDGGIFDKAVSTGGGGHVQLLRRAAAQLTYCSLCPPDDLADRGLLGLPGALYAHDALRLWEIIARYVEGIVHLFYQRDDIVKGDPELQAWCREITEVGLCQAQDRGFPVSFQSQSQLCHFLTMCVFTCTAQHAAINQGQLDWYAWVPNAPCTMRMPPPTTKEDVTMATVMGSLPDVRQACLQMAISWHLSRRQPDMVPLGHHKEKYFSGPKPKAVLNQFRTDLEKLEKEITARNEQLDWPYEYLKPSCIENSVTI
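Hydroperoxide product was detected by ferrous iron/xylenol orange as the 573 to 405 nm absorbance ratio. Arachidonic acid at 40 uM (final) was turned over for 30 min at room temperature by 150 nM human 12hLO, pH 7.0 Hepes buffer, after 15 min compound preincubation.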
D2 ag = activates the human D2 dopamine receptor | 340,000 compounds, 0.53% hits | activation, % at 2 µM | HEK293 T-REx D2 cells, calcium flux agonist mode;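 active = activation over 3 SD above normal in the single-dose calcium agonist read, cut at about 30% in these data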; note: 0% is about no effect
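Agonism scored from kinetic calcium signal (1 read/sec, 180 s) following compound pin transfer, after a 10 s baseline. Cells: HEK293 Trex line expressing inducible D2 receptor coupled to calcium, dye-loaded after overnight culture at 30 C.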
An asterisk follows results filed as active; i = inactive; ? = inconclusive; / = not tested or not shown; & = joins results of further samples; [ ] = dose if it differs, or a comment. Unless noted, calls come from the whole dose curve; as a rule, active = well fitted curve in the direction sought with a large enough effect; inconclusive = small, poorly fitted or top-dose-only effect, or another doubt; inactive = no such curve, though single readings can be large; an effect the other way counts as inactive or inconclusive.

SMILES	GRP78 ERSR act	Vif-A3F inh	RGS4 inhibitor	LDHA inh	Vif-A3G inh	ERG Ets-DNA blk	D2 antag	12-LOX inh	D2 ag
Cc1ccc(C(=O)COC(=O)c2cc(=O)[nH]c3ccccc23)cc1C	5%	5%	-13%	-6	-12%	-10%	-3	-15%	0.3
O=C(Nc1ccccc1)C(Cl)C(=O)c1ccccc1 (centres undefined)	5%	-6%	?	0	0%	-4%	-10	?	0.9
Cc1cc(=O)cc(C)n1-c1ccc(Cl)c(Cl)c1	-2%	?	-20%	-4	0%	-1%	-8	3%	0.1
CCOC(=O)C1CCN(C(=O)c2ccc(CNS(=O)(=O)c3ccc(OC)cc3)cc2)CC1	-4%	1%	-4%	-1	-1%	-3%	14	3%	-0.8
CCc1nnc(NC(=O)CSc2nnc(CSc3nc(C)cc(C)n3)o2)s1	-2%	2%	-11%	3	0%	4%	-20	3%	1.0
Cc1ccc(S(=O)(=O)C(CNC(=O)C(=O)NCCc2ccccc2)c2ccco2)cc1 (centres undefined)	-6%	1%	21%	-14	2%	5%	/	2%	3.1
CCN(CC)S(=O)(=O)c1ccc(Cl)c(NC(=O)CSc2cccc[n+]2[O-])c1	6%	6%	-4%	-12	1%	-7%	-6	0%	0.1
CCOc1ccccc1N1CC(C(=O)Nc2cccc(S(=O)(=O)N3CCCCC3)c2)CC1=O (centres undefined)	-5%	-6%	-15%	-8	2%	5%	-9	i	0.0
Cc1cc(C)cc(N2C(=O)CSC23C(=O)N(CC(N)=O)c2ccccc23)c1 (centres undefined)	-1%	11%	-11%	-5	5%	-9%	/	3%	-0.3
COc1ccccc1OCCNC(=O)c1ccc(S(=O)(=O)N(C)C)cc1	-2%	-3%	3%	-5	0%	-9%	-6	12%	0.5
O=C(NC1CC(=O)N(c2cccc(F)c2)C1)N1CCN(C(=O)c2ccco2)CC1 (centres undefined)	-3%	-5%	-16%	-6	0%	2%	-7	-17%	1.1
Cc1ccc(NC(=O)CSc2ncc(-c3ccccc3)[nH]2)cc1	-3%	-2%	21%	-5	-3%	-1%	/	-16%	-0.2

An excerpt of these results, with two lines to a compound:
Results follow in this order: GRP78 ERSR act, Vif-A3F inh, RGS4 inhibitor, LDHA inh, Vif-A3G inh, ERG Ets-DNA blk, D2 antag, 12-LOX inh, D2 ag
- CCc1nnc(NC(=O)CSc2nnc(CSc3nc(C)cc(C)n3)o2)s1
  -2%, 2%, -11%, 3, 0%, 4%, -20, 3%, 1.0
- COc1ccccc1OCCNC(=O)c1ccc(S(=O)(=O)N(C)C)cc1
  -2%, -3%, 3%, -5, 0%, -9%, -6, 12%, 0.5
- Cc1ccc(NC(=O)CSc2ncc(-c3ccccc3)[nH]2)cc1
  -3%, -2%, 21%, -5, -3%, -1%, /, -16%, -0.2

More records follow.
SMILES	GRP78 ERSR act	Vif-A3F inh	RGS4 inhibitor	LDHA inh	Vif-A3G inh	ERG Ets-DNA blk	D2 antag	12-LOX inh	D2 ag
CC(=O)Nc1ccc(NC2CCCCC2NS(=O)(=O)c2ccccc2)cc1 (centres undefined)	-2%	1%	-12%	2	4%	-1%	6	-11%	1.4
COc1cccc(OC)c1C(=O)NCC12CC3CC(C1)CC(CNC(=O)c1c(OC)cccc1OC)(C3)C2	-2%	-3%	9%	-3	6%	8%	-3	7%	-0.2
CCc1cc2c(NCc3ccco3)ncnc2s1	2%	0%	32%[11.4 µM]	-2	-9%	2%	6	?	-0.5
CN1C(=O)C(c2ccccc2[N+](=O)[O-])C(=O)c2ccccc21 (centres undefined)	-6%	-3%	10%	1	2%	31%	13	0%	0.3
CCC(=O)NCCC(c1ccco1)c1ccccc1OC (centres undefined)	-6%	-2%	-24%	1	1%	-1%	-8	?	0.3
N/C(=N\OC(=O)c1ccncc1)c1cccc([N+](=O)[O-])c1	1%	5%	-13%	1	-2%	-1%	-5	2%	-0.3
CCCOC1CCCN(C(=O)c2cc(COc3ccc(-n4cncn4)cc3)on2)C1 (centres undefined)	-4%	1%	7%	-3	-1%	3%	-1	-1%	-1.1
C=C1c2cccc(OC)c2O[C@H](C(=O)OCC)[C@@H]1CCCCCC	20%&1%	3%	?	0&6	-4%	-5%	/	/	/
CSCC[C@H](NC(=O)[C@@H]1Cc2ccccc2CN1)C(=O)NC[C@H]1CC[C@H](C(=O)O)CC1	2%	0%	14%	-3	2%	9%	1	?	0.8
CCOc1ccc(CCNC(=O)c2cnccn2)cc1OCC	-2%	-7%	-12%	-1	0%	10%	11	0%	-0.7
Cc1ccc(N2C(=O)CC(Nc3ccccc3)C2=O)cc1 (centres undefined)	-2%	5%	20%	-14	1%	/	-18	7%	0.0
O=c1[nH]c(=S)[nH]cc1Oc1ccc(Br)cc1Br	2%	6%	-40%	-6	0%	14%	/	11µM*	/
COc1ccc(C(=O)CCc2ccccc2O)c(OC)c1	7%	-6%	-6%	1	-6%	18%	/	0%	/
COc1cccc(-c2c(NC(C)=O)n(C)c3ccccc3c2=O)c1	-1%	-2%	9%	-4	-1%	17%	-7	6%	1.2
CC(C)c1ccc(NC(=O)Nc2nc(C(N)c3ccccc3)cs2)cc1 (centres undefined)	-12%	/	/	-23	-3%	/	/	?	/
O=C(COC(=O)C1COc2ccccc2O1)NC(=O)Nc1ccc2c(c1)OCCO2 (centres undefined)	0%	/	13%	-4	0%	-2%	-21	4%	-0.2
CCN(CCN(C)C)C(=O)Cn1ncc2c([nH]c3ccc(C)cc32)c1=O	-4%	3%	-30%	0	-3%	-2%	/	?	/
CCOc1ccccc1N1CC(C(=O)N(CC)C2CCS(=O)(=O)C2)CC1=O (centres undefined)	-5%	-8%	6%	2	0%	3%	/	-21%	/
Cc1c2cnn(CC(=O)NC3CCCC3)c(=O)c2c(C)n1Cc1ccccc1	5%	4%	24%	-1	2%	-18%	-10	52%[activator]	-0.7
COc1ccc(/C(O)=C/c2nc3ccccc3n(-c3ccccc3)c2=O)cc1	0%	?	-16%	-3	-10%	5%	-15	28%	5.3
Cc1ccc2nc(-c3ccc(NC(=O)CSc4nccc(=O)[nH]4)cc3)sc2c1	-5%	8%	-6%	-6	2%	2%	-1	-22%	0.2
Cc1cc(CN2CCN(CC(=O)Nc3cc(Cl)ccc3-n3cncn3)CC2)no1	-2%	-15%	10%	-6	0%	0%	4	2%	41*
CCN(CC(=O)Nc1sc2c(c1C#N)CCCC2)Cc1nc2ccccc2c(=O)[nH]1	1%	10%	-3%	-5	0%	-6%	-30	10%	-0.8
CN1OC[C@@H]2CN(C(=S)NCCc3ccccc3)[C@H](c3ccc(-n4ccnc4)cc3)C[C@@H]21	-2%	/	/	-4	-5%	/	/	-8%	/
CN1CCN(S(=O)(=O)CC2(C)C3CCC2(C)C(=O)C3Br)CC1 (centres undefined)	-2%	6%	10%	-4	0%	-3%	16	-11%	0.3
O=C(Cc1ccc(S(=O)(=O)N2CCCC2)s1)NC1CCCCCC1	-3%	0%	-5%	3	0%	-4%	8	i	-0.3
CCS(=O)(=O)c1ccc(S(=O)(=O)CC)s1	-7%	3%	-13%[11.4 µM]	-5	-3%	-2%	8	-22%	0.5
O=C1NC(c2ccc3ccccc3c2)Nc2ccccc21 (centres undefined)	-4%	-4%	/	-8	-23%	/	/	47%[activator]	/
CNC(=O)C1CC(=O)N(Cc2ccc3c(c2)OCO3)C(=Nc2ccc(OC)cc2)S1 (centres undefined)	-2%	?	18%	-1	-5%	/	2	4%	-1.6
NNc1nc2c(-c3ccc(Cl)cc3)nnn2c2ccccc12	5%	?	-22%[56.9 µM]	0	-19%	-1%	9	-14%	2.9
Cc1ccc2nc(NC(=O)c3ccccn3)sc2c1	-11%	-20%	-19%	0	-3%	-4%	10	0%	0.8
CC(O)CNc1nc2ccccc2n1CC(=O)N1CCN(Cc2ccccc2)CC1 (centres undefined)	-1%	?	2%	0	-4%	-8%	-6	5%	2.4
COc1cccc(NC(C)C(=O)Nc2cc([N+](=O)[O-])ccc2Cl)c1 (centres undefined)	-4%	?	7%	-6	?	-5%	-12	-10%	1.3
C[C@H]1CN([C@@H](C)CO)S(=O)(=O)c2ccc(C#CC3(O)CCCC3)cc2O[C@@H]1CN(C)C(=O)Cc1cccnc1	-5%	-1%	/	-15	0%	/	/	-12%	/
O=C1C2CC=CCC2C(=O)N1c1cccc(OS(=O)(=O)c2ccc3ccccc3c2)c1 (centres undefined)	-3%	2%	-11%	2	3%	8%	-1	-6%	2.4
CN1C(=O)/C(=C\c2cccc(OCc3ccccc3)c2)SC1=S	0%	8%	-36%	-2	-1%	19%	1	-29%	0.8
COc1ccc(CN2CCN(C(=O)CN3C(=O)C4C5C=CC(C5)C4C3=O)CC2)c(OC)c1OC (centres undefined)	-4%	-3%	2%	1	1%	-4%	6	0%	0.3
Cc1[nH]c2ccccc2c1C(=O)C(C)Sc1nnc(C2CC2)o1 (centres undefined)	-3%	5%	-5%	3&13	2%	16%	-41	50%&-8%[activator]	0.3
Cc1ccc(S(=O)(=O)N2CCN(CC(=O)N/N=C/C=C/c3ccccc3)CC2)cc1	-4%	-6%	-2%	-1	-6%	9%	4	-16%	-0.9
COc1ccc(-c2nnn(CC(=O)N(C3CCCCC3)C(C)C(=O)NC3CCCC3)n2)cc1OC (centres undefined)	-2%	-4%	7%	-7	-6%	-14%	-1	-12%	0.1
C=CCn1c(SCC(=O)NCc2ccc3c(c2)OCO3)nc2scc(-c3ccc(F)cc3)c2c1=O	-11%	2%	-2%[56.9 µM]	-3	-7%	-4%	-5	2%	0.3

Not all compounds are listed; the hit share may differ from the screen's.
